BoNT F protease: inhibitors of Botulinum neurotoxin F light chain protease; Multiplex microsphere protease cleavage assay, flow cytometry; inhibition, % at 10 µM; actives 0.22% (n = 360,000); in the data active means inhibition above about 35%, passing the limit was not always enough; inconclusive means no clear call, values can overlap the other calls; further: plate controls were buffer without enzyme for full effect and enzyme alone for no effect
Mtb UGM inh: blocks M. tuberculosis UGM enzyme; P9WIQ1; purified UGM, fluorescence polarization probe displacement; inhibition, % at 10 µM; actives 0.06% (n = 320,000); AID 504406; in the data active means inhibition above about 10%, passing the limit was not always enough; inconclusive means no clear call, values can overlap the other calls
Target sequence (P9WIQ1 whole entry, looked up): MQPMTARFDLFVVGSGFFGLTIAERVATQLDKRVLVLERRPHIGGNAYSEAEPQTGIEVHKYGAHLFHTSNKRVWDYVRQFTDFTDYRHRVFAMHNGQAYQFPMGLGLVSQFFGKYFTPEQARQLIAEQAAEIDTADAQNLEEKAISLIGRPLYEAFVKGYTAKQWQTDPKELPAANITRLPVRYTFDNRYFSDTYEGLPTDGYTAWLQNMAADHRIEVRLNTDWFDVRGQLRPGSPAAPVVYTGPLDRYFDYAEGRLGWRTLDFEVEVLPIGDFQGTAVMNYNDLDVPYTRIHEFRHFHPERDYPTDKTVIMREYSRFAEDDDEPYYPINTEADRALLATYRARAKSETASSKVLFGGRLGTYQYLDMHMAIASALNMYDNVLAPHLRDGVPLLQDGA
Mtb BioA inh: BioA (M. tuberculosis) enzyme inhibition; purified M. tuberculosis BioA enzyme, plate reader; inhibition, % at 9.99 µM; actives 0.096% (n = 360,000); in the data active means inhibition above about 40%; inconclusive means no clear call, values can overlap the other calls
GDH-TPI inh: counter-screen for M. tuberculosis FBA inhibitors: GDH-TPI coupled enzymes; AID 588335; GDH-TPI coupled enzyme counterscreen, NADH absorbance; actives 1.2% (n = 360,000); inhibition, % at 4.8 µM;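 further: 0% = DMSO wells and 100% = wells lacking the enzyme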
Rv3671c inh: inhibits the M. tuberculosis serine protease Rv3671c | P9WHR9 | inhibition, % at 5.96 µM | actives 0.048% (n = 320,000); in the data active means inhibition above about 38%;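 further: extracellular domain of Rv3671c used as enzyme; 0% = enzyme with DMSO and 100% = no enzyme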
Target sequence (P9WHR9 whole entry, looked up, the tested form may be a part): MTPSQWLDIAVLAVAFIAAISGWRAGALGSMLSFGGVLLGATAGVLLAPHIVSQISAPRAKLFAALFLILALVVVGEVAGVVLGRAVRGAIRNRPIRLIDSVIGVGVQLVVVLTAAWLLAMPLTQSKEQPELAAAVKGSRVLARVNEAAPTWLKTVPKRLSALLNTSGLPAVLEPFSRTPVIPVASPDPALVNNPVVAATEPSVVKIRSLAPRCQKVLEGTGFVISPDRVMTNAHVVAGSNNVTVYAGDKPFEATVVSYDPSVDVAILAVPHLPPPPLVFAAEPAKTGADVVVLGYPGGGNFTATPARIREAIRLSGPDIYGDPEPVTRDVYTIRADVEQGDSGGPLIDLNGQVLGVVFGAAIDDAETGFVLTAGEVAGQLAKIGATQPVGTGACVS
MazEF act: MazEF (E. coli) toxin RNase activation; P0AE70; FAM/BHQ RNA-DNA oligo cleavage fluorescence, 5 h; activation, % at 20 µM; actives 0.32% (n = 350,000); AID 504720; in the data active means activation above about 50%
Target sequence (P0AE70 whole entry, looked up): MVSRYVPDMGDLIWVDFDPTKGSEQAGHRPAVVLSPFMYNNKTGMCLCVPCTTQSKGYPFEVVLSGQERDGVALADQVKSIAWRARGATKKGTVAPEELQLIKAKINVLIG
VHR inh abs: inhibitors of human VHR1 phosphatase (DUSP3) | inhibition, % at 13.3 µM | actives 0.52% (n = 290,000) | AID 1654 | recombinant VHR phosphatase, pNPP absorbance | P51452; in the data active means inhibition above about 50%; further: some compounds called inactive have numbers as strong as hits
Mtb FBA inh: inhibitors of M. tuberculosis fructose-bisphosphate aldolase. inhibition, % at 1 µM. P9WQA3. actives 2.3% (n = 360,000). purified M. tuberculosis FBA, fluorescence read-out; in the data active means inhibition above about 27%;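 further: 0% = vehicle and 100% = reference inhibitor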
CCHFV vOTU inh: CCHFV vOTU protease inhibition | Pep-AMC fluorescence | AID 651958 | actives 0.55% (n = 370,000) | inhibition, % at 11.5 µM; further: 0% = vehicle wells with enzyme and 100% = no enzyme wells
FadD28 FP inh: blocks FadD28 binding to the bisubstrate probe | inhibition, % at 12.5 µM | fluorescence polarization | actives 0.22% (n = 360,000) | AID 588549; in the data active means inhibition above about 8.5%, passing the limit was not always enough; inconclusive means no clear call, values can overlap the other calls
The depositor's hits bear a star; ? = inconclusive; · = not tested or not shown. Unless noted, no stated cut-off is given here; in the data, active means inhibition above about 30%; inactive means the rest.

SMILES	BoNT F protease	Mtb UGM inh	Mtb BioA inh	GDH-TPI inh	Rv3671c inh	MazEF act	VHR inh abs	Mtb FBA inh	CCHFV vOTU inh	FadD28 FP inh
OCCC1CN(Cc2ccc(Oc3ncccn3)cc2)CCN1C1CCCCC1 (centres undefined)	-2	2.7	·	-5	-4	5	0	-5	0	-2.0
CC(OC(=O)c1ccc(Cl)c(S(=O)(=O)N2CCOCC2)c1)C(=O)NC1CCCCC1C (centres undefined)	3	1.7	0.2	0	-16	7	-2	4	-7	-0.3
COc1ccc(CCC(=O)NC2CCCc3ccccc32)cc1OC (centres undefined)	-12	0.8	-0.7	-1	-8	1	12	1	3	-0.3
COc1cc(NC(=O)c2sc(C)nc2C)c(OC)cc1NC(=O)c1ccccc1	-29	1.4	-0.3	16	-2	8	-7	2	0	1.3
Cc1cc(C)nc(N2CCCC(C(=O)Nc3ccc4c(c3)OCCO4)C2)n1 (centres undefined)	4	-0.6	-0.2	1	-4	-1	18	2	-3	-0.2
C/C=C/Cn1c(Br)nc2c1c(=O)[nH]c(=O)n2C	1	2.4	-2.3	0	-4	-5	17	3	·	1.0
CCC(=NCCc1c[nH]c2ccccc12)c1c(O)n(-c2ccc(C)cc2)c(=O)[nH]c1=O	-2	0.6	·	12	-6	-4	2	0	-10	-2.4
Cc1ccc2c(c1)NCC(C(=O)NC1CCC(C)CC1)O2 (centres undefined)	2	4.1	-0.5	-22	2	11	4	-2	4	-1.6
C=CCOc1ccc(/C=C(\C#N)C(=O)Nc2ccccn2)cc1OC	-4	-2.7	-0.8	11	2	22	26	1	5	0.3
CN1CCN(S(=O)(=O)c2ccc(NC(=O)c3ccc(Br)s3)cc2)CC1	6	-2.2	3.1	9	-3	6	4	-1	13	-4.8
COC(=O)C1=C(C)NC(=O)NC1c1cn(-c2ccccc2)nc1-c1cccs1 (centres undefined)	-1	1.3	1.7	-1	4	3	4	6	-11	-0.5
Cc1[nH]c2ccccc2c1-c1nc2ccccc2[nH]c1=O	-4	-1.9	3.8	11	2	7	8	-4	7	0.6
Cc1ccccc1NC(=O)CSc1nnc(C2CC2)n1CC1CCCO1 (centres undefined)	2	0.7	-1.0	-1	3	1	36	-3	1	·
COc1ccc(/C=C/C(=O)Nn2cnnc2)cc1	1	1.9	·	7	-3	4	4	2	-4	1.1
CCCS(=O)(=O)c1c(S(=O)(=O)CCC)c2cnccn2c1C(=O)c1ccc(OC)cc1	?	3.6	-0.5	10	-4	5	16	-1	-3	-1.0
Cc1ccc2c(=O)cc(C(=O)NCCc3ccc(S(N)(=O)=O)cc3)oc2c1	?	0.2	-1.8	1	-3	10	4	1	·	-4.7
O=C(Nc1ccc(N2CCOCC2)nc1)c1ccccc1Cl	?	3.5	-4.3	16	6	-8	32	-2	7	-1.1
CC(C)OCCCNc1ncnc2c1cnn2-c1ccccc1	-1	1.4	0.4	-2	4	-2	38	4	3	-2.4
Cc1cccn2c(=O)c(/C=C(\C#N)S(=O)(=O)c3ccccc3)c(Oc3ccc(Cl)cc3)nc12	-2	4.7	·	-9	-1	-16	24	0	11	-2.5
CCC(C)(C)C1CCC2(CC1)NC(CO)(CO)CO2 (centres undefined)	1	3.4	·	13	4	6	22	2	-6	2.8
CCc1ccc(C(=O)NNC(=O)c2n[nH]c(=O)c3ccccc23)cc1	1	-1.2	-1.2	4	-8	3	·	-2	3	-0.7
COc1ccc(C)cc1NC(=O)C(c1ccccc1)N1CCNC(=O)C1 (centres undefined)	-3	-0.4	·	4	5	·	13	7	·	-0.7
Cc1ccc(Nc2nc(C(=O)N3CCC(C(=O)N4CCN(C)CC4)CC3)cs2)cc1	6	-0.8	-3.3	7	-11	-2	50	-1	-4	-3.0
C=Cc1ccc2c(c1)N(C)C(=C)S2	-9	1.7	·	-2	3	-13	5	0	3	-4.0
COCCSc1ccccc1C(=O)NCCCn1ccnc1	-5	-0.1	·	7	-2	2	-5	2	-20	-0.9
SMILES	BoNT F protease	Mtb UGM inh	Mtb BioA inh	GDH-TPI inh	Rv3671c inh	MazEF act	VHR inh abs	Mtb FBA inh	CCHFV vOTU inh	FadD28 FP inh
O=C(CNS(=O)(=O)c1cccc(Cl)c1)OCc1csc(-c2ccccc2)n1	1	1.6	·	3	-4	10	4	0	6	-4.1
O=C(NCc1cccnc1)NC1CCCN1S(=O)(=O)c1ccc(Cl)cc1 (centres undefined)	-1	-1.8	1.7	-11	-1	4	12	5	0	-0.9
COc1ccccc1/C=N/N1CCN(Cc2ccccc2Cl)CC1	11	0.1	1.8	15	6	-5	42	-1	11	-3.6
CCOC(=O)CN(C(=O)CSc1nnc(C)n1-c1ccccc1)c1cccc([N+](=O)[O-])c1	6	0.9	-1.4	-4	9	-8	-8	1	-4	-2.4
Fc1ccccc1N1CCN(C2CCCN(Cc3cccc(C(F)(F)F)c3)C2)CC1 (centres undefined)	-52	-1.0	1.8	0	-1	-1	-24	1	1	-1.0
CC(=O)OCC(=O)[C@@]1(O)CC[C@H]2[C@@H]3CCC4=CC(=O)CC[C@]4(C)[C@H]3C(=O)C[C@@]21C	-1	-3.6	-0.1	-3	6	-1	10	-1	0	-1.4
CC(C)CCOc1cccc(OCC(=O)O)c1	-2	·	·	5	·	1	16	1	20	-2.5
CN(C(=O)N1CCN(c2ccccn2)CC1)c1ccccc1	-3	2.2	0.3	10	13	0	32	9	10	0.5
O=C(NCC1CCCO1)C(c1cccs1)N(C(=O)Cn1nnc(-c2cccs2)n1)C1CCCC1 (centres undefined)	-8	0.3	·	-5	-10	-11	12	12	-2	-2.8
COc1ccc(OCC(O)CN(C)C(=O)C(C)Oc2ccccc2)cc1 (centres undefined)	-6	-0.3	-1.5	3	7	-21	26	0	-11	-0.3
Cc1ccc2oc(C(=O)N(C)Cc3cnccn3)c(C)c2c1	6	0.7	-1.5	15	-1	0	31	1	3	-1.3
COc1ccc(S(=O)(=O)NCCCN2CCCC2=O)c(OC)c1	-2	1.5	-2.3	0	-3	7	0	0	4	-0.7
O=C(CN1C(=O)NC2(CCCCCC2)C1=O)c1cccs1	-4	-0.5	0.8	5	1	-3	·	-2	-1	-2.7
C=CCC[C@H](Cc1ccc(F)cc1)C(=O)OC[C@@H](C)NC(=O)[C@@H](CC=C)CC(=O)N[C@@H](CO)Cc1ccccc1	2	0.9	-0.8	11	7	6	·	1	·	-1.0
C/C(=N\O)C1(C)N(O)C(C)(C)C(c2ccc(Br)cc2)=[N+]1[O-] (centres undefined)	-5	-3.6	0.4	-2	-9	5	8	2	-6	1.2
COc1ccc(C(=O)NNC(=O)CCC(=O)Nc2ccc(C)cc2C)cc1	2	1.7	-0.5	-9	-2	8	36	0	1	·
CC1(c2cc(C(F)(F)F)n3nc(C(=O)O)cc3n2)CC1	-12	-0.4	-0.8	7	-1	4	-13	3	-13	-1.4
Cc1cc(NC(=O)CCOc2ccccc2)no1	6	1.9	1.2	-2	-5	8	14	3	12	0.6
COc1ccc(N2CC(O)=C(c3nc(-c4ccc(F)cc4)cs3)C2=N)cc1	-3	-2.9	·	-5	-8	5	8	-2	-5	-0.8
CCCn1c2ccccc2c2nnc(SCC(=O)Nc3ncccn3)nc21	-17	2.7	-0.5	19	1	10	-5	4	13	-1.1
CCNC(=S)Nc1cc(OC)c(NC(=O)c2ccco2)cc1OC	-4	-1.2	-1.4	13	6	13	28	-3	10	-2.7
CCOC(=O)C1CCN(C(=O)COC(=O)CNC(=O)c2ccc(OC)cc2)CC1	-3	0.0	0.5	-4	6	6	20	1	2	·
C/C(=N\NC(=O)c1ccco1)c1ccc(NC(=O)C(F)(F)F)cc1	1	·	-0.1	8	·	-12	25	-1	13	-1.5
CCN(CC)S(=O)(=O)c1ccc(NC(=O)CCNC(=O)c2ccco2)cc1	-20	0.0	0.5	16	-5	0	6	0	3	-0.9
Cc1cccc(Nc2c([N+](=O)[O-])ccc3nonc23)c1	-14	-2.1	·	14	4	-2	14	-2	9	-1.3
SMILES	BoNT F protease	Mtb UGM inh	Mtb BioA inh	GDH-TPI inh	Rv3671c inh	MazEF act	VHR inh abs	Mtb FBA inh	CCHFV vOTU inh	FadD28 FP inh
CC(C)(C)C(=O)OCc1cn(-c2ccccc2)nn1	-1	-1.3	-3.3	18	4	3	30	0	-4	-2.1
Cc1ccc(-c2nc3ccsc3c(=O)[nH]2)cc1	-3	-1.8	-1.0	9	-6	6	-17	3	0	-2.0
O=C(COC(=O)Cc1ccc(Cl)cc1Cl)NC1CC1	2	-4.5	-4.6	10	-4	3	·	-1	32*	-2.6
CCOC(=O)Cn1ccc2cc(S(=O)(=O)N3CCCC3)ccc21	-2	·	1.2	13	·	11	·	2	12	-1.0
O=C(NCC1CCCC(CNC(=O)Nc2ccc(Cl)cn2)C1)Nc1ccc(Cl)cn1 (centres undefined)	-7	-1.8	·	-2	-34	-16	10	-2	4	-6.4
CC(C)C(c1nnnn1C1CCCC1)N1CCN(C(=O)c2ccco2)CC1 (centres undefined)	4	3.6	·	14	-1	3	11	2	-14	-2.2
COC(=O)CCN1CCN(S(=O)(=O)c2ccc3c(c2)OCCO3)CC1	9	0.1	0.5	-9	4	2	·	1	-1	-3.1
CCc1ccc(C(=O)/C=C/c2cnn(C)c2C)s1	-6	2.1	-1.3	26	-9	-3	12	9	-13	-1.0
COC(=O)c1ccccc1SCC(=O)Nc1ccc(N2CCOCC2)cc1	8	-1.8	-1.9	-1	2	5	5	-1	-17	-2.1
COCCN1C(=O)c2ccccc2C(C(=O)Nc2ccc3c(c2)OCCO3)C1c1ccc(F)cc1 (centres undefined)	22	-1.5	·	-3	-8	6	34	2	-3	-0.8
COc1ccc(CC(=O)Nc2ccc(S(=O)(=O)Nc3ncccn3)cc2)cc1OC	-6	2.4	-2.5	-1	3	6	0	-1	-1	1.3
CCOC(=O)c1ccc2[nH]cc(C(C)=O)c(=O)c2c1	2	2.7	-2.0	20	1	-33	-16	2	3	-3.2
CNC(=O)c1sc(Nc2ccc(OCc3ccccc3)cc2)nc1C	9	-0.9	6.0	5	14	7	35	-2	12	-0.1
CN(C)[C@H]1N(C(=O)c2ccc(Br)cc2)N=C2c3ccccc3S(=O)(=O)N21	0	?	0.5	-3	6	1	6	-1	0	-4.1
C=C(C)C1CC=C(C)/C(=N\NC(=O)CNc2cccc3ccccc23)C1 (centres undefined)	-10	-1.9	·	5	11	3	43	12	-21	-0.4
NC(=O)COc1ccccc1C(=O)NC12CC3CC(CC(C3)C1)C2	-8	-1.5	6.2	6	3	-3	27	2	-4	0.2
Cn1cc(CCC(=O)NCc2cccc(Cl)c2)c2ccccc21	19	-0.6	-1.5	3	7	-2	1	3	1	2.4
COc1ccccc1NC(=O)Nc1ccccc1C(N)=O	-6	-0.1	·	6	1	5	9	-3	-8	-2.6
CCc1ccccc1NC(=O)C1=CN2CCS(=O)(=O)N=C2C=C1	-8	·	1.3	7	·	-3	·	2	-5	1.5
